# Compound activity (PubChem)
# HT1080NT lethal: kills 2HG-producing HT-1080-NT fibrosarcoma cells | HT-1080-NT fibrosarcoma viability, CellTiter-Glo ATP luminescence, 48 h | Potency, µM (doses to about 46.1 µM), inactives show at the highest dose activity, negative = less viability, actives largely listed as cytotoxic | 1.6% of 360,000 active | AID 686970;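 also: NT is the 2HG producing partner of a matched IDH1 knockdown line; potency is read from the fitted curve at half-maximal effect; 0% = DMSO-treated cells and -100% = media-only wells without cells; nearly all actives have a fitted effect of over 55% in size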
#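 Viability by CellTiter-Glo luminescence after 48 h compound exposure at 37C of HT-1080-NT cells (750/well, RPMI, 5% FBS). % activity scaled between DMSO wells and medium-only wells, then curve-fitted and categorized by curve class.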
# KB-3-1 cytotox: KB-3-1 parental cell cytotoxicity; KB-3-1 viability, CellTiter-Glo ATP luminescence, 72 h; 1.4% of 400,000 active; Potency, µM (doses to about 46.1 µM), for the others: at the highest dose activity change, negative = cytotoxic, usual class: cytotoxic; AID 1347075; also: potency is read from the fitted curve at half-maximal effect; % is scaled to controls: 0 for no effect and ±100 for the full control effect; nearly all actives have a fitted effect of over 60% in size
#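 Parental KB-3-1 viability, qHTS format: 72 h compound exposure, 37 °C; CellTiter-Glo; media-only wells and DMSO plates as controls; concentration-effect fits on corrected data.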
# SW480 rerep: DNA re-replication induction in SW480 cells. SW480 DNA re-replication, Hoechst DNA content imaging, 48 h. Potency, µM (titrated, usually from 46.1 µM), for the others: at the highest dose re-replication activation, most hits filed as activators. 1.8% of 340,000 active. AID 624297; also: potency is read from the fitted curve at half-maximal effect; % of control where 0% means no effect; nearly all actives have a fitted effect of over 55% in size
#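 Compounds, transferred as 23 nL by pin tool, were incubated with cells for 48 hr; DNA content per nucleus was then quantified by Hoechst staining and fluorescence plate imaging.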
# IL-1B inflam inh: inflammasome signaling inhibition, IL-1 beta readout | activity change, % at 57.5 µM | 4.7% of 360,000 active | THP-1 LPS/ATP IL-1B secretion, AlphaLISA, 16 h; active compounds read low; in the data active = activity change below about -50%; inconclusive = mostly about -30% to -49%; also: % is scaled to controls: 0 for no effect and ±100 for the full control effect
#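 THP-1 cells pretreated 1 hr with compounds (up to 57.5 uM final), then stimulated with LPS (250 ng/mL final) plus ATP (1.25 mM final); secreted IL-1B measured by AlphaLISA after 16 hr, decreased signal indicating inhibition.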
# GLP1R cytotox: cytotoxic in the GLP-1 receptor inverse agonist counter-screen; HEK293 cAMP-luciferase reporter cells, luminescence, 24 h; Potency, µM (doses to about 38.3 µM), without a hit: at the top dose activity change, negative = inhibition, usual class: inhibitors; 0.13% of 410,000 active; AID 624418;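 also: loss of luciferase light is scored as toxicity; potency is read from the fitted curve at half-maximal effect; % is scaled to controls: 0 for no effect and ±100 for the full control effect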
#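 Step one: seed cells (200 cells/uL, DMEM with 10% Nu serum, 1% pen-strep). Step two: 12-hour incubation at 37 deg C. Step three: pin 23 nL compound, incubate 24 hr. Step four: add luciferase reagent, read luminescence 12 min later.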
# MCF10A rereplic: inducers of DNA re-replication in MCF 10A breast cells; MCF 10A DNA re-replication, Hoechst nuclear intensity, 48 h; AID 624296; 2.9% of 350,000 active; Potency, µM (top dose mostly 46.1 µM), for the others: top-dose activity, positive = re-replication, most hits filed as activators; also: potency is read from the fitted curve at half-maximal effect; % of control where 0% means no effect; nearly all actives have a fitted effect of over 50% in size
# DRD3 agonist: activates the human D3 dopamine receptor. P35462. AID 652048. D3R DiscoveRx beta-arrestin cells, luminescence, 90 min. 0.58% of 410,000 active. max activation, %; in the data active = max activation above about 30%; also: 0% is about no effect; mostly tested at two doses, the higher about 12 µM
# Target sequence (P35462 whole entry, looked up): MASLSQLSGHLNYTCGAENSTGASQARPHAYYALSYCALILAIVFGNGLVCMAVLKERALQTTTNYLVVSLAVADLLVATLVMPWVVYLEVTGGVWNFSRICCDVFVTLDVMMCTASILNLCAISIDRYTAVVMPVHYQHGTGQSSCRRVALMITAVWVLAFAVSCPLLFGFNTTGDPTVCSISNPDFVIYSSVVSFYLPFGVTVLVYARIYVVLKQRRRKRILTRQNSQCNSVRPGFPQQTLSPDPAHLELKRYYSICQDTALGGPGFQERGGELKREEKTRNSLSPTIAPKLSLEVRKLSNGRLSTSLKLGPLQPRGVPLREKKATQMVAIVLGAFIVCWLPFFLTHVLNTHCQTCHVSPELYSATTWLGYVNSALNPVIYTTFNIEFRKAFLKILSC
#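 Agonist mode: compounds and dopamine controls were applied to plated cells for 90 min at 37 degrees C after an overnight attachment at 1500 cells/well. Luminescent read-out followed 30 - 60 minutes at room temperature with DiscoveRx detection reagent.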
# HT1080 IDH1KD tx: HT-1080 IDH1 knockdown cell toxicity (counter line). HT-1080 IDH1 knockdown viability, ATP luminescence, 48 h. Potency, µM (doses to about 46.1 µM), for the others: at the highest dose activity, negative = toxicity, most hits filed as cytotoxic. 2% of 360,000 active. AID 686971;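 also: potency is read from the fitted curve at half-maximal effect; 0% = DMSO wells and -100% = cell-free medium wells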
#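 Knockdown cells (IDH1KD HT-1080) received compounds 2 h after plating at 750 cells/well and were kept 48 h at 37 °C in 5% FBS RPMI. A CellTiter-Glo luminescence read gave % activity for curve fitting.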
# KB-V1 MDR tox: KB-V1 MDR subline cytotoxicity; KB-V1 MDR cells viability, CellTiter-Glo, 72 h; Potency, µM (top dose mostly 46.1 µM), for inactives: at the highest dose activity change, negative = cytotoxicity, most hits filed as cytotoxic; 3.4% of 400,000 active; AID 1347076; also: potency is read from the fitted curve at half-maximal effect; % is scaled to controls: 0 for no effect and ±100 for the full control effect; nearly all actives have a fitted effect of over 60% in size
#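 KB-V1 cells (P-gp-expressing MDR subline of KB-3-1) in phenol-red-free DMEM with 10% FBS were exposed to library compounds over a concentration series for 72 h at 37 degrees C. Viability read by CellTiter-Glo luminescence; concentration-effect curves fitted after normalization.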
# An asterisk follows results filed as active; ? = inconclusive; . = no result given; [ ] = remark or other dose. Unless noted, calls follow the shape of the dose curve; as a rule, active = well fitted curve in the direction sought with a large enough effect; inconclusive = small, poorly fitted or top-dose-only effect, or another doubt; inactive = no such curve, though single readings can be large; an effect the other way counts as inactive or inconclusive.
cpd | smiles | HT1080NT lethal | KB-3-1 cytotox | SW480 rerep | IL-1B inflam inh | GLP1R cytotox | MCF10A rereplic | DRD3 agonist | HT1080 IDH1KD tx | KB-V1 MDR tox
1 | Cc1oc(C(N)=O)cc1COc1ccc(C(N)=O)cc1 | 7% | 2% | -63% | . | 0% | -18% | -5 | 7% | -1%
2 | CC1(C)Cc2c(c(-c3ccccc3Cl)[nH]c(=O)c2C#N)CO1 | -3% | 10% | 1% | 14 | -1% | -2% | 4 | 0% | 5%
3 | CCC(=O)N(C)C[C@H]1Oc2cc(-c3ccccc3F)ccc2S(=O)(=O)N([C@H](C)CO)C[C@H]1C | 2% | 12% | . | -18 | -33% | . | 7 | 2% | -4%
4 | CCOC(=O)C1=C(N)OC2=C(C(=O)CC(C)(C)C2)C1C1CCCCC1 (stereo unspecified) | -2% | -2% | -14% | -12 | -5% | 0% | -1 | -7% | 0%
5 | COc1ccccc1N1CCN(C2CCCN(Cc3ccc(Cl)cc3)C2)CC1 (stereo unspecified) | -19% | -6% | ? | ? | -11% | 19% | -19 | -26% | ?
6 | CCCNC(=O)C1(C)CCN(Cc2cccc(OC(=O)c3ccccc3)c2)C1 (stereo unspecified) | 0% | 0% | . | -23 | 2% | . | -16 | 11% | -7%
7 | Cc1ccc(C)c(/C=N/Nc2nc3ccccc3c(=O)n2O)c1 | -4% | -14% | 0% | -3 | 5% | -2% | 5 | -9% | -20%
8 | C(=N\Nc1nc2ccccc2s1)/c1cccs1 | 10µM* | -18% | 12% | ? | ? | -3% | -13 | 11µM* | ?
9 | COc1ccc(CC(=O)NCc2cccc(CNC(=O)Cc3ccc(OC)c(OC)c3)c2)cc1OC | -2% | -1% | -9% | 7 | 2% | -1% | 8 | 4% | 10%
10 | O=C(NCc1ccco1)C(c1ccncc1)N(C(=O)Cn1nnc2ccccc21)c1ccccc1F (stereo unspecified) | 8% | 15% | -7% | -9 | -1% | 2% | 1 | -1% | -2%
11 | O=C(CSc1ncn[nH]1)N1N=C2/C(=C/c3ccco3)CCCC2C1c1ccco1 (stereo unspecified) | ? | -17% | 22% | -60* | 3% | 9% | 0 | ? | ?
12 | Cc1ccc(C)c(/C=N/NC(=S)NC(C)C)c1 | 26% | -16% | 0% | 5 | -27% | -2% | -1 | 19% | 0%
13 | Cc1nc2ccc(C(=O)NCCc3c[nH]c4ccccc34)cn2c1N(C)C(=O)CCc1ccccc1 | 1% | 0% | . | -5 | -3% | . | 2 | -18% | -4%
14 | O=C(c1ccc(Sc2ccccc2)c([N+](=O)[O-])c1)N1CCOCC1 | -2% | -2% | -9% | -23 | -5% | 3% | -1 | -3% | -6%
15 | C=CCn1cnc2c(c1=O)c1nc3ccccc3nc1n2/N=C/c1cccc(OC)c1OC | 16% | 0% | -1% | -52* | -18% | 1% | 8 | ? | 23µM*
16 | NS(=O)(=O)c1ccc(CCNC(=O)c2cccc(OC(F)F)c2)cc1 | -1% | 1% | -5% | 0 | 5% | -4% | -2 | -8% | 2%
17 | COc1cccc(-c2cnc3c(NC=O)cc(-c4ccc(S(C)(=O)=O)cc4)cn23)c1 | ? | -27% | . | 14 | -14% | . | 8 | ? | ?
18 | O=C(NC1CCCCC1)c1ccc(CSc2nc3cccnc3n2Cc2cccc(F)c2)cc1 | . | ? | . | . | -12% | . | -13 | . | ?
19 | O=C(Cc1ccccc1)NNC(=O)c1ccc(NC(=O)c2ccccc2)cc1 | -28% | -10% | -20% | 12 | 0% | 2% | -2 | ? | 2%
20 | COc1ccccc1CNCc1cc(Br)ccc1OC | -27% | -26% | 2% | ? | -20% | ? | -9 | ? | ?
21 | COc1ccc(-c2csc(NC(=O)Cc3ccccc3)n2)cc1OC | 3% | 0% | -6% | 2 | 4% | -1% | 12 | 0% | 25%
22 | COc1ccc(S(=O)(=O)N(CCCN2CCOCC2)Cc2cccc3ccccc23)cc1 | ? | -4% | 2% | -3 | -19% | 15% | -20 | ? | 8%
23 | O=C1OC(COc2ccc(Br)cc2)CN1c1ccccc1 (stereo unspecified) | 16% | 9% | -7% | -21 | 4% | 2% | 1 | 15% | 0%
24 | O=C(NCCN1CCOCC1)c1c(O)nc2sccn2c1=O | 17% | 1% | ? | -16 | -6% | -11% | -14 | 13% | 1%
25 | O=C(Nc1nc2ccc(S(=O)(=O)N3CCCC3)cc2s1)c1ccc(F)cc1 | . | 1% | . | . | 2% | . | 11 | . | -10%
26 | O=C1CC(c2ccccc2)C(c2ccccc2)=NN1 (stereo unspecified) | 0% | 0% | 0% | -17 | 0% | -1% | 5 | 3% | -6%
27 | Cn1c(C=O)c(-c2ccc3cc[nH]c3c2)c2ccccc21 | 3% | -1% | ? | 23 | ? | ? | 31* | 0% | ?
28 | CCN(CC)C(=O)Cn1nc(C)c2ccccc2c1=O | 15% | 0% | 0% | 0 | -12% | -6% | 9 | 6% | 0%
29 | COc1cc2c(=O)c(S(=O)(=O)c3ccc(C(C)C)cc3)cn(Cc3ccccc3C)c2cc1OC | . | 10% | . | . | -10% | . | 2 | . | 0%
30 | COc1cccc2c1Oc1ncccc1N(C(=O)CCC(=O)NCc1ccccc1)C2 | 2% | 1% | -6% | 2 | 3% | 3% | 0 | 0% | ?
31 | COc1cccc(N2CC(C(=O)Nc3nnc(SCC(=O)NCc4ccco4)s3)CC2=O)c1 (stereo unspecified) | 0% | 6% | 25% | 15 | -4% | 1% | -14 | 3% | ?
32 | CN(Cc1ccccc1)C(=O)c1cccc(NC(=O)Cc2cccc(NC(=O)C3CCN(C(=O)C4CC4)CC3)c2)c1 | -6% | 0% | 3% | -5 | 1% | -1% | 6 | 0% | -7%
33 | NC(=O)c1cccc(-c2ccnc3c2CC(C(=O)Nc2cccc(Oc4ccccc4)c2)O3)c1 (stereo unspecified) | ? | -28% | . | -11 | -27% | . | 4 | 23µM* | ?
34 | CCOC1=C2[C@H](c3ccc(CC)cc3)N(S(=O)(=O)c3ccc(C)cc3)C[C@H]2C(C#N)(C#N)C(C#N)(C#N)C1 | -4% | 0% | . | -76* | -2% | . | -3 | -10% | -11%
35 | CCOC(=O)C1CCN(c2ncnc3c2nnn3Cc2ccccc2Cl)CC1 | -3% | -1% | -4% | -4 | 6% | ? | -3 | -1% | -15%
36 | FC(F)(F)c1cccc(NC(=S)NCCN2CCOCC2)c1 | -4% | -3% | -3% | 0 | 20% | 0% | -3 | -3% | -21%
37 | Cc1c(C=O)c2cc(OCc3ccccc3)ccc2n1C | 9% | -10% | 4% | -20 | -5% | 6% | 1 | -19% | ?
38 | CC1Sc2ccc(S(=O)(=O)N3CCC(C(=O)Nc4ccc(Cl)cc4)CC3)cc2NC1=O (stereo unspecified) | 21µM* | ? | 7% | -19 | -12% | ? | 9 | ? | ?
39 | CCCCCCn1c(=O)[nH]c2nc3cc(N)ccc3nc2c1=O | -10% | -4% | 5% | 8 | 360%[activator] | ? | 7 | -17% | 21%
40 | CC(C)(C)NC(=O)C(CCc1ccccc1)n1c(=O)c(-c2ccccc2)nc2ccccc21 (stereo unspecified) | ? | -1% | . | 0 | 2% | . | -12 | ? | -14%
41 | NC(=O)c1nsc(C(=O)N(CC(=O)NCc2ccc(F)cc2)Cc2ccco2)c1N | 1% | ? | 15% | 15 | 1% | ? | 1 | -1% | 0%
42 | COC(=O)c1ccc(C(=O)OC)c(NC(=O)CSc2nnc(-c3ccccc3Cl)o2)c1 | 2% | -8% | 28% | 1 | -3% | ? | -13 | -6% | -15%
43 | CC(=O)Nc1ccc(C=NNC(=O)CCCC(=O)NN=Cc2ccc(NC(C)=O)cc2)cc1 | 5% | 6% | -1% | 12 | -8% | -3% | -5 | 17% | 0%
44 | C/C(=N\NC(=O)c1nnn(-c2nonc2N)c1CSc1ccccc1)c1ccco1 | -1% | -3% | -4% | -2 | 2% | -4% | 0 | 8% | -1%
45 | COC(=O)CC1COc2ccccc2N1C(=O)/C=C/c1ccccc1 (stereo unspecified) | 3% | 1% | ? | 13 | 6% | -2% | 1 | 8% | 9%
46 | CCOC(=O)C1CCCN(Cc2ccccc2C)C1 (stereo unspecified) | 10% | -10% | -1% | 16 | 8% | -4% | -30 | -2% | -4%
47 | Cc1ccccc1/C=C1\SC(=S)N(/N=C/c2cc([N+](=O)[O-])ccc2O)C1=O | -3% | 19% | -3% | -8 | ? | ? | 7 | -14% | 31%
48 | COC(=O)c1ccc(CSc2nnc(-c3ccccc3)n2C)o1 | 16% | 2% | -38%[inhibitor] | -12 | 2% | -18% | 3 | 5% | -5%
49 | O=C1NC[C@H](CCCCN2CCN(CCC3CCCCC3)C(=O)C2=O)N(CCc2ccccc2)C1=O | 19% | 13% | . | 20 | 1% | . | 4 | ? | 3%

# Some of these compounds in order of count of non-hydrogen atoms, smallest number first.
cpd | smiles | HT1080NT lethal | KB-3-1 cytotox | SW480 rerep | IL-1B inflam inh | GLP1R cytotox | MCF10A rereplic | DRD3 agonist | HT1080 IDH1KD tx | KB-V1 MDR tox
46 | CCOC(=O)C1CCCN(Cc2ccccc2C)C1 (stereo unspecified) | 10% | -10% | -1% | 16 | 8% | -4% | -30 | -2% | -4%
44 | C/C(=N\NC(=O)c1nnn(-c2nonc2N)c1CSc1ccccc1)c1ccco1 | -1% | -3% | -4% | -2 | 2% | -4% | 0 | 8% | -1%
42 | COC(=O)c1ccc(C(=O)OC)c(NC(=O)CSc2nnc(-c3ccccc3Cl)o2)c1 | 2% | -8% | 28% | 1 | -3% | ? | -13 | -6% | -15%
43 | CC(=O)Nc1ccc(C=NNC(=O)CCCC(=O)NN=Cc2ccc(NC(C)=O)cc2)cc1 | 5% | 6% | -1% | 12 | -8% | -3% | -5 | 17% | 0%
49 | O=C1NC[C@H](CCCCN2CCN(CCC3CCCCC3)C(=O)C2=O)N(CCc2ccccc2)C1=O | 19% | 13% | . | 20 | 1% | . | 4 | ? | 3%
